# DNMT1 block = blocks human DNA methyltransferase DNMT1; 0.83% of 360,000 active; inhibition (reported as % activation of signal), % at 10 µM; DNMT1 molecular beacon, Hinp1I cleavage, fluorescence; P26358; in the data active means inhibition above about 50%
# Target sequence (P26358 504-1616 limits assumed): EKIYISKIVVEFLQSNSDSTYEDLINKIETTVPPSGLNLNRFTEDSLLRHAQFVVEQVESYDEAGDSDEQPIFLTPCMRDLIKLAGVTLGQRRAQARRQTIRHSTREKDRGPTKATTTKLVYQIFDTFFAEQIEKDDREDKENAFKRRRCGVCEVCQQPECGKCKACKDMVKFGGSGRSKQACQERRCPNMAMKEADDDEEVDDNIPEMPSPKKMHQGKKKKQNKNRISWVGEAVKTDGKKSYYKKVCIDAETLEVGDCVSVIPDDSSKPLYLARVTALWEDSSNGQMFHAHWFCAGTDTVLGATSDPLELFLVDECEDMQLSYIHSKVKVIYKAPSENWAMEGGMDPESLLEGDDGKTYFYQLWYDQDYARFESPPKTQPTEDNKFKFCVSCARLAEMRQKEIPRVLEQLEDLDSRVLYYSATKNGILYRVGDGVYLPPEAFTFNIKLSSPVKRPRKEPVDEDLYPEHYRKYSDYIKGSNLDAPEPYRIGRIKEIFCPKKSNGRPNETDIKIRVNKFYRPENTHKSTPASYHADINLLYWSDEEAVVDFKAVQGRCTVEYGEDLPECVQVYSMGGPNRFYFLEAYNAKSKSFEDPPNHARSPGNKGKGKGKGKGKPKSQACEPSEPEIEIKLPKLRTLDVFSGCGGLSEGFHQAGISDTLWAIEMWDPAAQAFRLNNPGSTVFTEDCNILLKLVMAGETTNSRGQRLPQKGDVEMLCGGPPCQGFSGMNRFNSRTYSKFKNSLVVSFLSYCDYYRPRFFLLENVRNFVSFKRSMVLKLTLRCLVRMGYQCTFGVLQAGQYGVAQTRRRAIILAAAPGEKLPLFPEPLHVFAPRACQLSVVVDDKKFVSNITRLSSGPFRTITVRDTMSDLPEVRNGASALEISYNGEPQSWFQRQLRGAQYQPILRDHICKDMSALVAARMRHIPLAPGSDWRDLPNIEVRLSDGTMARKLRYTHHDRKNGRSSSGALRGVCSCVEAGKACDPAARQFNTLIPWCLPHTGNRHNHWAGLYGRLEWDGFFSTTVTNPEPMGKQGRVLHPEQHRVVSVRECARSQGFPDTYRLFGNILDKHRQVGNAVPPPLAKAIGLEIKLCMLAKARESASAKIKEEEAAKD
# Tb MetRS inh = Trypanosoma brucei MetRS inhibition. 0.4% of 360,000 active. inhibition, % at 11.9 µM. purified T. brucei MetRS, ATP depletion, Kinase-Glo luminescence. AID 624268;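 active means inhibition above a per-plate cutoff of the control wells' mean inhibition plus 3 SD, cut at about 5.5% in these data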;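 further: 0% = DMSO wells median and 100% = median of wells with control inhibitor compound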
#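 Dosing: 11.9 µM compound single dose, 0.9% DMSO; Assay system: purified T. brucei MetRS enzyme; Measured by: Kinase-Glo luciferase luminescence reporting remaining unconsumed ATP; Schedule: 15 min plus 2 h at 25 °C.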
# Scp1 inh = blocks human Scp-1 phosphatase activity. Q9GZU7. Recombinant Scp1, phosphopeptide, malachite green phosphate absorbance. inhibition, % at 20 µM. 0.88% of 340,000 active. AID 493091;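 active means inhibition above about 50% at 20 µM, limit read from the data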;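 further: plate controls were DMSO wells with enzyme for no effect and wells lacking enzyme for full effect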
#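 Times: enzyme reaction 45 min at room temperature, colour 5 min, stabilisation 30 min. Material: SCP-1 catalytic fragment, aa 76-261. Medium: Acidic Tris acetate buffer with magnesium and detergent. Signal: colorimetric free-phosphate detection, absorbance 630 nm. Read-out basis: % inhibition of SCP-1 phosphate liberation. Reagent: Phosphorylated 17-residue peptide substrate.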
# SUMO1 PPI mod = modulators of human SUMO1-mediated protein-protein interactions. P63165. SUMO1 binding to a labelled peptide, TR-FRET, 1 h. inhibition, % at 20 µM. 0.33% of 360,000 active. AID 602429; in the data active means inhibition above about 37%
# LMPTP block = LMPTP (human) inhibition; recombinant LMPTP-A, OMFP fluorogenic substrate, fluorescence intensity; inhibition, % at 20 µM; 0.22% of 360,000 active; AID 651560;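 active means compounds that cut the enzyme signal by at least half of the control window in the single-dose screen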;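 further: plate controls were DMSO wells with enzyme plus substrate for no effect and substrate without enzyme for full effect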
#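 test system = LMPTP-A | amount = 0.625 nM LMPTP-A final | reagent = fluorogenic phosphatase substrate OMFP at 400 µM final | incubation = 50 min at room temperature | benchmarks = no-enzyme low control, uninhibited high control | medium = Bis-Tris pH 6.0, DTT, detergent | signal = fluorescence intensity of OMFP turnover product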
# MsrA inh = bovine MsrA inhibition; purified bovine MsrA, absorbance read-out; 0.75% of 360,000 active; inhibition, % at 15.5 µM; in the data active means inhibition above about 4.5%;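 further: 0% = vehicle wells with enzyme and 100% = reference inhibitor wells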
# STEP inh = blocks human striatal-enriched tyrosine phosphatase | recombinant STEP, OMFP fluorogenic substrate, fluorescence | inhibition, % at 20 µM | 0.25% of 360,000 active;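 active means inhibition at 20 µM, scaled per plate between control wells, above about 37%, limit read from the data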;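 further: 0% = DMSO with enzyme and substrate and 100% = substrate only without enzyme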
#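 System: STEP phosphatase, cell-free reaction; Buffer or medium: Bis-Tris pH 6.0 buffer with DTT, detergent; Incubation: 20 min at room temperature, dark; Measured by: fluorescence, 480/540 nm.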
# Rpn11 block = inhibitors of human proteasome Rpn11. O00487. human 26S proteasome, Ub4-pepOG fluorescence polarization; 20S core pre-blocked with epoxomicin. calls only at 20 µM. 0.59% of 360,000 active. AID 588493;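 active means inhibition at 20 µM, scaled to each plate's controls, above about 33%, limit read from the data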
# NadD inh = inhibitors of Staphylococcus aureus NadD; purified NadD enzyme, colorimetric absorbance read-out; inhibition, % at 20 µM; 0.78% of 360,000 active; in the data active means inhibition above about 26%; further: some compounds past the cut are filed as inactive
# CSN inh = blocks human CSN-mediated cullin deneddylation | inhibition, % at 12.5 µM | Purified CSN, SCF-Nedd8-OG deneddylation, fluorescence polarization | 0.38% of 360,000 active | Q92905 | AID 651999;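 active means pattern-corrected inhibition above about 35%, with an unprinted fluorescence ratio check between 0.5 and 1.5, limit read from the data, passing the limit was not always enough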;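 further: 0% = enzyme with substrate and 100% = substrate without enzyme; some results filed as inactive read as strong as hits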
#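 Assay system: purified human Csn5 enzyme expressed in HEK293T cells; Input: 0.24 nM Csn5 enzyme, final concentration; Reagent: 10 nM SCFSkp2-Nedd8OG; Compound dosing: 12.5 µM single point; Times: reaction 90 min, room temperature; Technique: fluorescence polarization readout.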
# An asterisk follows results filed as active; i = inactive; . = not tested or not shown.
no.	DNMT1 block	Tb MetRS inh	Scp1 inh	SUMO1 PPI mod	LMPTP block	MsrA inh	STEP inh	Rpn11 block	NadD inh	CSN inh	Structure
1	1	-0.1	-2	1	-0.8	1.1	0	i	-5	2	O=C(c1ccc(F)cc1)N1CCOC(c2nc(-c3ccc(F)cc3)no2)C1 (configuration not stated)
2	-4	-0.7	2	-6	17	1.4	-4	i	-8	-1	Oc1cccc2cnccc12
3	-4	0.2	.	-23	4.3	2.4	1	i	-1	-2	O=Nc1c(O)cc(O)c2ccccc12
4	-5	-0.7	-2	0	4.9	0.6	1	i	6	-5	CN1CCc2ccccc2C1Cc1ccccc1NC(=O)c1sc2ccccc2c1Cl (configuration not stated)
5	4	0.0	0	-10	-0.3	-0.4	-2	i	1	5	COc1ccccc1CN1CC(C(=O)N(C)Cc2nc(C)cs2)CCC1=O (configuration not stated)
6	-3	-0.1	-2	1	0.9	-0.1	0	i	21	-3	O=c1ccn(-c2cccc(C(F)(F)F)c2)nc1-c1ccn(-c2cccc(Cl)c2)n1
7	0	0.4	7	2	-0.9	1.1	5	i	3	0	Nc1cccnc1S(=O)(=O)c1cccc(C(F)(F)F)c1
8	1	0.0	-21	-8	-0.1	-0.1	-2	i	-5	-6	COc1n[nH]c(C(=O)NCc2ccccc2)c1[N+](=O)[O-]
9	-1	-0.2	-5	2	-0.2	1.1	-2	i	-1	-2	COC(=O)c1cccc(C(=O)N2CCCC(Nc3ccc(C)c(C)c3)C2)c1 (configuration not stated)
10	-1	0.3	1	-28	7.5	.	2	i	2	0	O=C1C=C(c2ccc3ncccc3c2)C[C@@H](c2ccc(F)cc2)C1

# Remaining list, next part.
no.	DNMT1 block	Tb MetRS inh	Scp1 inh	SUMO1 PPI mod	LMPTP block	MsrA inh	STEP inh	Rpn11 block	NadD inh	CSN inh	Structure
11	-1	0.2	0	-2	-0.2	0.7	0	i	5	-2	COCCN(C(=O)COC(=O)CCc1nc2ccccc2s1)c1c(N)n(Cc2ccccc2)c(=O)[nH]c1=O
12	-2	-0.2	-8	7	-1.0	0.5	-2	i	3	-3	C/C(=N\NC(=O)c1ccc(NS(=O)(=O)c2cccs2)cc1)c1ccc(Cl)cc1
13	-5	-0.3	.	0	2.0	0.2	4	i	-3	3	CN(c1cc2c(c3c1ccn3C)C1CCC2C1)C1CCCCC1 (configuration not stated)
14	5	-0.4	0	0	-0.7	0.6	0	i	6	-2	CCc1nnc(NC(=O)c2cccc(S(=O)(=O)N3CCN(C(C)=O)CC3)c2)s1
15	2	-0.9	-14	1	-1.3	-0.4	-3	i	1	-1	CCOC(=O)C(NC(=O)Nc1ccc(F)cc1)(OCC)C(F)(F)F (configuration not stated)
16	-1	0.4	-17	5	0.6	-0.5	-1	i	-11	-3	COc1ccc(C(=O)Nc2cc(OC)c(Cl)cc2OC)cc1
17	-2	0.3	-11	-1	-0.7	1.6	-3	i	-3	-3	O=C(COc1ncnc2sccc12)N1CCc2ccccc2C1
18	2	-0.7	-11	-6	1.7	-0.1	-1	i	-4	-2	CCc1nnc(NC(=O)CSc2nc3cc4c(cc3cc2CC)OCCO4)s1
19	-4	-0.6	-8	4	-0.6	1.3	-1	i	1	-1	COC(=O)Nc1ncc(CN2CCc3ccccc3C2)s1
20	5	-0.7	-1	-1	2.3	-1.6	1	i	14	-1	COc1ccc(NC(=O)CSc2nc3c([nH]c4ccccc43)c(=O)n2C)c(OC)c1

# More entries
no.	DNMT1 block	Tb MetRS inh	Scp1 inh	SUMO1 PPI mod	LMPTP block	MsrA inh	STEP inh	Rpn11 block	NadD inh	CSN inh	Structure
21	1	0.7	-8	-3	1.3	0.3	2	i	2	4	CCCOCc1ccc(O)c2ncccc12
22	-4	0.8	-5	1	0.9	-0.8	0	i	-5	4	O=C(NCC(c1ccco1)N1CCc2ccccc2C1)c1ccc(Br)cc1 (configuration not stated)
23	-2	0.0	-8	-1	-1.5	1.8	0	i	2	5	O=C(NCC(=O)N(Cc1cccs1)C(C(=O)NC1CCCCC1)c1cccnc1)c1ccco1 (configuration not stated)
24	-7	-0.9	-8	-10	2.1	1.4	2	i	3	3	COc1ccc(OCC(=O)NC(=S)N2CCCc3ccccc32)cc1
25	-4	-0.6	.	5	0.3	0.7	0	i	-7	-5	Cc1cc(C)cc(Cn2c(C)c(C(=O)N(C)Cc3ccc(F)cc3)sc2=O)c1
26	0	-0.5	-2	5	-0.3	0.6	-4	i	-3	0	CCOC(=O)c1c(N)nn(C(=O)CC)c1-c1ccccc1
27	2	-0.2	-12	8	-1.8	-1.0	0	i	-1	-7	CCCOC(=O)C1C2C=CC3(CN(c4cccc(Cl)c4)C(=O)C13)O2 (configuration not stated)
28	3	-0.2	.	4	-0.1	-1.0	2	i	-5	-2	COc1ccc(NC(=O)c2cc(C3CCCCN3C(=O)OCC(C)C)on2)c(C)c1 (configuration not stated)
29	5	-0.7	1	0	-2.4	-1.0	4	i	-1	3	CN(C)C(=O)CSc1n[nH]c(=O)[nH]c1=O
30	2	-0.8	1	-5	0.0	0.8	1	i	-5	3	O=C(Nc1cccnc1Cl)C1c2ccccc2Oc2ccccc21

# (more compounds)
no.	DNMT1 block	Tb MetRS inh	Scp1 inh	SUMO1 PPI mod	LMPTP block	MsrA inh	STEP inh	Rpn11 block	NadD inh	CSN inh	Structure
31	-3	0.5	-7	6	-0.4	0.1	1	i	-3	1	O=C(c1ccc(Br)cc1)c1cn[nH]c1-c1ccccc1O
32	2	-0.2	-9	4	0.1	1.1	-3	i	1	5	CCC(Sc1nncn1C)C(=O)Nc1cc(C)on1 (configuration not stated)
33	-3	-0.1	4	6	-2.9	-0.7	0	i	2	4	Cc1ccc(N=C2CCCCCN2C)c(C#N)c1
34	1	-0.3	-2	4	0.8	-0.8	-6	i	1	0	Cc1cc2cc(C)c3nnc(SCC(=O)N4CCN(C(=O)c5ccco5)CC4)n3c2cc1C
35	6	-0.7	1	3	0.6	-1.3	-1	i	-4	-2	O=C(CN1CCCCCC1)Nc1ccccc1OC(F)F
36	-1	0.5	-4	0	-1.5	0.1	-2	i	0	-3	C=C(C)CSc1nc2ncc(Cl)cc2[nH]1
37	15	-0.6	0	2	-1.8	-0.8	-5	i	4	-9	O=C1C2C3C=CC(C3)C2C(=O)N1c1ccc(Cc2ccncc2)cc1 (configuration not stated)
38	-5	-0.7	-13	2	5.8	-0.9	1	i	-3	-3	CCOC(=O)N1CCC(N2Cc3cccc(C(=O)Nc4ccc(CC)cc4)c3C2=O)CC1
39	-4	-0.2	-6	-11	1.3	1.7	0	i	-7	-4	CCOc1c(Cl)cc(/C=C/C(=O)N(CC)CC(=O)Nc2ccc(NC(C)=O)cc2)cc1OC
40	-10	-1.9	2	-4	-0.6	0.2	-3	i	3	-5	Cc1nn(C)c(C)c1N=Cc1c(O)ccc2ccccc12

# Next entries.
no.	DNMT1 block	Tb MetRS inh	Scp1 inh	SUMO1 PPI mod	LMPTP block	MsrA inh	STEP inh	Rpn11 block	NadD inh	CSN inh	Structure
41	-1	-0.7	-11	2	-2.5	-0.4	0	i	-4	0	O=C(c1ccc(F)cc1)N(Cc1cccs1)C1CCS(=O)(=O)C1 (configuration not stated)
42	-1	-1.1	-7	0	3.1	0.7	11	i	4	0	CC(C)c1ccc(/C=N/n2c(COc3ccccc3)n[nH]c2=S)cc1
43	0	-0.2	-11	-4	-1.1	-0.1	0	i	-1	-15	CC1CCCC(C)N1C(=O)C1CCCCC1 (configuration not stated)
44	-4	-0.2	-7	1	2.0	1.3	0	i	3	4	O=C(C1CC1)N1CCc2cc(S(=O)(=O)N3CCN(c4ccccc4)CC3)ccc21
45	4	-0.4	-9	0	-1.6	-1.4	-2	i	0	4	C=C(Cl)COC(=O)[C@H]1C2C=CC(C2)C1C(=O)O (some centres not stated)
46	-5	-0.3	-4	-1	1.5	0.0	4	i	-4	-1	CC12CCC(=O)C=C1CCC1C2CCC2(C)C1CC1C3C(=O)N(Cc4ccccc4)C(=O)C3CC(=O)C12 (configuration not stated)
47	2	-0.8	-1	2	-2.4	0.7	0	i	0	2	Cc1ccc(C(C(=O)NC(C)(C)C)N(CC2CCCO2)C(=O)c2csnn2)cc1 (configuration not stated)
48	26	0.1	-3	0	3.9	0.1	0	i	8	-9	CCC(=O)Nc1ccc(C(=O)NNC(=O)C(c2ccccc2)c2ccccc2)cc1
49	-3	-0.3	-2	-6	-0.6	-0.6	-4	i	-7	0	O=C(Cc1ccccc1)N1CCCC(c2nc(-c3cccs3)no2)C1 (configuration not stated)
50	4	-0.2	-9	-6	0.7	0.8	3	i	4	0	NC(=O)CC(NC(=O)c1ccccc1)c1ccc(NCCc2ccc(F)cc2)c([N+](=O)[O-])c1 (configuration not stated)
51	-1	0.8	4	1	0.4	0.6	1	i	-5	-3	CCC(C)NC(=O)Cn1nc(C(F)(F)F)c2c1CCC2 (configuration not stated)

# Of the compounds above, 7 have an NH in an aromatic ring.
no.	DNMT1 block	Tb MetRS inh	Scp1 inh	SUMO1 PPI mod	LMPTP block	MsrA inh	STEP inh	Rpn11 block	NadD inh	CSN inh	Structure
8	1	0.0	-21	-8	-0.1	-0.1	-2	i	-5	-6	COc1n[nH]c(C(=O)NCc2ccccc2)c1[N+](=O)[O-]
11	-1	0.2	0	-2	-0.2	0.7	0	i	5	-2	COCCN(C(=O)COC(=O)CCc1nc2ccccc2s1)c1c(N)n(Cc2ccccc2)c(=O)[nH]c1=O
20	5	-0.7	-1	-1	2.3	-1.6	1	i	14	-1	COc1ccc(NC(=O)CSc2nc3c([nH]c4ccccc43)c(=O)n2C)c(OC)c1
29	5	-0.7	1	0	-2.4	-1.0	4	i	-1	3	CN(C)C(=O)CSc1n[nH]c(=O)[nH]c1=O
31	-3	0.5	-7	6	-0.4	0.1	1	i	-3	1	O=C(c1ccc(Br)cc1)c1cn[nH]c1-c1ccccc1O
36	-1	0.5	-4	0	-1.5	0.1	-2	i	0	-3	C=C(C)CSc1nc2ncc(Cl)cc2[nH]1
42	-1	-1.1	-7	0	3.1	0.7	11	i	4	0	CC(C)c1ccc(/C=N/n2c(COc3ccccc3)n[nH]c2=S)cc1

# Assay outcomes as filed in PubChem BioAssay.
